Source: PubChem BioAssay (National Center for Advancing Translational Sciences (NCATS))
D1 antagonist – antagonists of human D1 dopamine receptor | P21728 | HEK293 TREx D1 cells, calcium flux, dopamine EC80; stronger effect = lower value | activity change, negative = inhibition, % at 10 µM | 360,000 tested, 3.2% active; in the data active = activity change below about -30%; note: % is set by controls: 0 for no effect and ±100 for the full control effect
Target sequence (P21728 whole entry, looked up): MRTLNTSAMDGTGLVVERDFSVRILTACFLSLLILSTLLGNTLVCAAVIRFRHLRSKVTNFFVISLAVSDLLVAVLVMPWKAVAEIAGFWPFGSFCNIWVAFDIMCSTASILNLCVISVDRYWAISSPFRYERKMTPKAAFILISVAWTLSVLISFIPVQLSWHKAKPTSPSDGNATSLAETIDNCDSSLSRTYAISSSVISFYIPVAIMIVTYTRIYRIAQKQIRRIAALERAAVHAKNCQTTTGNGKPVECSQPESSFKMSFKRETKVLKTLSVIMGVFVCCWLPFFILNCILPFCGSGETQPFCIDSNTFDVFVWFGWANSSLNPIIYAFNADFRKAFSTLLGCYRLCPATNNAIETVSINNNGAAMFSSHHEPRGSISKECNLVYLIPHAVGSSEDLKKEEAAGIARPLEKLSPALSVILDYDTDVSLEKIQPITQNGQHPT
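Cells carrying a force-coupled, tetracycline-inducible human D1 receptor report calcium flux. Each well gets a 10 s baseline, compound with 180 s monitoring, then an EC80 dopamine stimulus with a second 180 s kinetic read.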
Glioma ERSR ind – induces the endoplasmic reticulum stress response in human glioma cells | U87-MG GRP78 promoter luciferase reporter, 16 h | 420,000 tested, 0.02% active | Potency, µM, inactives show top-dose activation, actives largely listed as activators; note: potency is the fitted concentration of half-maximal effect; series mostly up to about 76 µM; % of control where 0% means no effect; nearly all actives have a fitted effect of over 35% in size
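Stably transfected U87-MG glioma cells carrying a GRP78-based luciferase sensor; 16 h compound incubation. Luminescence end-point read 10 min after Bright-Glo addition at room temperature.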
D2 PAM – positive allosteric modulators of human D2 dopamine receptor. P14416. HEK293 T-REx D2, calcium flux, EC20 dopamine potentiation. potentiation, % at 10 µM. 340,000 tested, 0.34% active. AID 485347;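 active = potentiation over 3 SD above the plate norm, cut at about 30% in these data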; note: 0% is about no effect
Target sequence (P14416 whole entry, looked up): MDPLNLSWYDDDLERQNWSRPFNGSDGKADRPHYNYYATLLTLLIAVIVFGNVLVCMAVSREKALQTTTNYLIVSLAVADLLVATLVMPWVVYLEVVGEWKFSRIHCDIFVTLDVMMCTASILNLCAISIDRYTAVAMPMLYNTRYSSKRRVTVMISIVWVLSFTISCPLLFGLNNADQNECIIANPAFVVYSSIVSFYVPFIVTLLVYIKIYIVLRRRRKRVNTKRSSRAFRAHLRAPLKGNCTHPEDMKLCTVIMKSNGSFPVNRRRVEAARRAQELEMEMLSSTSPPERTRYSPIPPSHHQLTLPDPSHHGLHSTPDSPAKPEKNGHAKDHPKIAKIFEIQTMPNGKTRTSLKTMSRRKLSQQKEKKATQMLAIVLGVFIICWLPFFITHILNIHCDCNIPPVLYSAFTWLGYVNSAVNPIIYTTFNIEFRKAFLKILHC
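Tetracycline-induced Hek293 Trex D2 cells, force-coupled to calcium, loaded with no-wash calcium dye. Compound added with 180 s kinetic read for agonism, then EC20 dopamine and a further 180 s read for potentiation.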
D1 ag – human D1 receptor agonism; P21728; HEK293 T-REx D1 cells, calcium flux, agonist mode; activation, % at 2 µM; 360,000 tested, 1% active; AID 504660; in the data active = activation above about 30%; note: 0% is about no effect
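Tetracycline-induced HEK293 TREx D1 cells, force-coupled to calcium signalling, were dye-loaded with a no-wash calcium kit. Compound was pin-added after a 10 s baseline. Fluorescence was read kinetically at 1 cycle/s for 180 s, with calcium rises flagged as agonism.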
RXFP1 ag – agonists of human relaxin receptor RXFP1. Q9HBX9. HEK293T-RXFP1 cAMP TR-FRET, 30 min; response scale: percent of porcine relaxin response, buffer zero. Potency, µM (doses to about 57.5 µM), without a hit: at the highest dose activation, hits mostly activators. 370,000 tested, 0.3% active; note: potency is the fitted concentration of half-maximal effect; % is set by controls: 0 for no effect and ±100 for the full control effect; nearly all actives have a fitted effect of over 60% in size; many of its hits are not listed in these tables
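HEK293T cells stably expressing RXFP1 were pretreated with the PDE4 inhibitor Ro 20174, exposed to compounds for 30 min at 37C, lysed, and cAMP was read by TR-FRET. Data normalized to buffer (basal) and 29 nM porcine relaxin (100%).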
Vif-A3G inh – inhibitors of Vif-APOBEC3G interaction | HeLa A3G-eYFP + Vif (tagged APOBEC3G with the HIV-1 protein that degrades it), YFP fluorescence, overnight | Q9HC16 | Potency, µM (doses to about 46.1 µM), for the others: at the top dose activity, negative = active, actives largely listed as inhibitors | 410,000 tested, 0.076% active;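 note: potency is the fitted concentration of half-maximal effect; % is set by controls: 0 for no effect and ±100 for the full control effect; nearly all actives have a fitted effect of over 60% in size; hits raise eYFP signal because A3G escapes Vif-driven loss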
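Read-out is eYFP fluorescence (Ex 488/Em 500-530) from Vif-expressing HeLa A3G-eYFP cells; more signal means A3G escaped Vif-mediated degradation. Cells plated overnight, compound pinned in, incubated overnight at 37 deg C.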
Vif-A3F inh – blocks the Vif interaction with APOBEC3F. Potency, µM (series often up to 46.1 µM), for inactives: at the highest dose activity, negative = active. 390,000 tested, 0.2% active. HeLa A3F-eYFP + Vif (tagged APOBEC3F with the HIV-1 protein that degrades it), YFP fluorescence increase; note: potency is the fitted concentration of half-maximal effect; % of control where 0% means no effect; nearly all actives have a fitted effect of over 65% in size
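HeLa cells stably expressing A3F-eYFP plus Vif, plated and incubated overnight at 37 deg C, then exposed to compounds overnight at 37 deg C. Blocked degradation read as raised yellow fluorescence (Ex 488/Em 500-530).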
D1 PAM – human D1 dopamine receptor positive modulation | P21728 | HEK293 TREx D1 cells, calcium flux, dopamine EC20 potentiation | potentiation, % at 10 µM | 360,000 tested, 0.036% active; in the data active = potentiation above about 30%; note: 0% is about no effect
RXFP1 antagonist – RXFP1 (human) relaxin receptor antagonism; HEK293-RXFP1, relaxin-stimulated cAMP HTRF, 30 min; stronger effect = lower value; 350,000 tested, 0.59% active; activity change, negative = inhibition, % at 57.5 µM; AID 1259400;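 active = activity change of -60% or lower, but not beyond a set lower limit; inconclusive = change between -60% and -40%, or beyond the set limit; inactive = change above -40%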; note: % is set by controls: 0 for no effect and ±100 for the full control effect
Starred values were filed as active, the others as inactive; ? = inconclusive; · = no result given; & = joins results of further samples. Unless noted, calls come from the whole dose curve; as a rule, active = well fitted curve in the direction sought with a large enough effect; inconclusive = small, poorly fitted or top-dose-only effect, or another doubt; inactive = no such curve, though single readings can be large; an effect the other way counts as inactive or inconclusive.

SMILES	D1 antagonist	Glioma ERSR ind	D2 PAM	D1 ag	RXFP1 ag	Vif-A3G inh	Vif-A3F inh	D1 PAM	RXFP1 antagonist
COC(=O)C1CN(C(=O)C(C)Oc2ccccc2F)c2ccccc2O1 (centres undefined)	-8	-4%	0	2	1.0%	0%	1%	3	2
O=C(Nc1cccs1)Nc1ccc(Br)cc1F	-32*	-1%	14	17	-5.0%	0%	-11%	1	-32
Cc1ccc(NCc2nnc(SCC(=O)Nc3ncc(C)s3)n2CC2CCCO2)c(C)c1 (centres undefined)	4	2%	4	0	-2.2%	0%	0%	-7	1
Cc1ccc(Cl)cc1Nc1nc(-c2sc(NC(=O)C(C)(C)C)nc2C)cs1	9	-3%	5	0	1.8%	-1%	-6%	-1	·
O=C(Nc1ccc2nc3n(c(=O)c2c1)CCCC3)c1cccc([N+](=O)[O-])c1	-8	2%	-3	-1	2.3%	-4%	-10%	-5	·
CCC(C(=O)N1CCOCC1)n1nc(C)c2sc3ccccc3c2c1=O (centres undefined)	18	-4%	-6	2	2.1%	1%	3%	5	15
CC(C)CNC(=O)COC(=O)CCC(=O)c1cccs1	-5	-2%	-4	0	-0.1%	3%	3%	-4	0
Cc1ccc(NC(=O)c2cc(-c3ccco3)on2)cc1C	0	5%	-3	11	0.5%	1%	-2%	-10	-20
COc1ccc(CN2C(=O)C(CC(=O)NCc3cccs3)CC(C(=O)N(C(C)C)C(C)C)=C2C)cc1 (centres undefined)	·	-1%	·	·	·	-1%	0%	·	3
COc1cc(NC(=O)c2c(-c3ccccc3Cl)noc2C)c2ncccc2c1	·	-1%	·	·	·	-1%	-21%	·	-2
Cc1nc2nc(SCC(=O)N(C)Cc3ccccc3)nn2c(C)c1Cc1ccccc1Cl	-13	-2%	15	-2	-0.4%	-1%	-2%	-1	-34
CCCc1nc2c(=O)n(C)c(=O)[nH]c2n1CCC	-3	-5%	2	2	-1.0%	0%	-6%	-1	-4
Cc1ccc(NC(=O)CCCn2c(=O)c3cccn3c3ccccc32)cc1C	-4	0%	-7	2	2.8%	0%	-17%	-2	-32
C/C(=N\NC(=O)CSCc1ccc([N+](=O)[O-])cc1)c1ccccc1O	-87*	-3%	-27	4	0.0%	1%	?	-12	·
C=C(NC(=O)C(=C)NC(=O)c1csc(C2=NC3c4csc(n4)C4NC(=O)c5csc(n5)C(C(C)(O)C(C)O)NC(=O)C5CSC(=N5)/C(=C/C)NC(=O)C(C(C)O)NC(=O)c5csc(n5)C3(CC2)NC(=O)C(C)NC(=O)C(=C)NC(=O)C(=C)NC(=O)C(C(C)C)NC2C=Cc3c(C(C)O)cc(nc3C2O)C(=O)OC4C)n1)C(N)=O (centres undefined)	·	-9%	·	·	·	?	?	·	-9
Cc1ccc(NC(=O)Nc2ncccc2C)cc1	-18	-2%	19	5	-0.5%	0%	-20%	3	9
Cc1ccc(-c2noc(CCC(=O)Nc3cccc(C(=O)NC4CC4)c3)n2)cc1	·	-7%	·	·	·	-1%	1%	·	0
CC(C)c1ccccc1NC(=O)c1cnccn1	-5	-4%	-9	0	-0.7%	0%	-6%	7	13
Cc1ccc(S(=O)(=O)N(CC(=O)Nc2ccccc2-c2ccccc2)c2ccc(C)cc2C)cc1	14	-3%	-6	3	1.5%	2%	-8%	-3	8
Cc1ccccc1NC(=O)CSc1nc(N)c(C#N)cc1C#N	7	-3%	0	2	4.7%	-4%	-21%	0	-2
Cc1c(NC(=O)COC(=O)c2cc(-c3cccc4ccccc34)nc3ccccc23)c(=O)n(-c2ccccc2)n1C	7	-1%	7	3	6.1%	-7%	-6%	2	12
COc1ccccc1-n1cnc2cc(NCc3ccccn3)ccc21	-17	-3%	-10	3	-4.0%	-22%	-18%	-2	21
Cc1cccc(OCC(=O)OCC(=O)Nc2sccc2C(N)=O)c1	·	-4%	·	·	·	5%	1%	·	-11
CCC(NC(=O)COC(=O)C1CC2CCCC(C1)C2=O)c1ccc(Br)cc1 (centres undefined)	-56*	-1%	7	5	0.4%	-5%	-10%	-6	-7
O=C1c2ccccc2CCC1C(O)c1ccccn1 (centres undefined)	-2	-3%	3	2	3.7%	1%	-1%	-8	5

Ordered by value in D1 antagonist (high to low): 3 of the compounds above.
| canonical_smiles | D1 antagonist |
| --- | --- |
| Cc1ccc(NCc2nnc(SCC(=O)Nc3ncc(C)s3)n2CC2CCCO2)c(C)c1 (centres undefined) | 4 |
| CCCc1nc2c(=O)n(C)c(=O)[nH]c2n1CCC | -3 |
| C/C(=N\NC(=O)CSCc1ccc([N+](=O)[O-])cc1)c1ccccc1O | -87* |

New compounds follow
SMILES	D1 antagonist	Glioma ERSR ind	D2 PAM	D1 ag	RXFP1 ag	Vif-A3G inh	Vif-A3F inh	D1 PAM	RXFP1 antagonist
COc1ccc(N2CCN(CC(=O)Nc3ccc(SC(F)F)cc3)CC2)cc1	-10	-3%	-3	4	-0.1%	0%	-5%	-6	-5
CSc1ccc(S(=O)(=O)Nc2ccc(F)cc2)cc1	12	7%	·	18	-2.1%	-5%	0%	-5	1
Cc1cc(C)cc(NC(=O)C2CCCCN2S(=O)(=O)c2ccccc2)c1 (centres undefined)	·	-2%	·	·	·	1%	-5%	·	0
COc1ccccc1NC(=O)CCn1cnc2onc(-c3ccc(F)cc3)c2c1=O	-3	-3%	·	12	-1.3%	-1%	0%	0	-9
CCOc1ccc2[nH]c(=O)c(C(c3nnnn3C3CCCCC3)N3CCN(C)CC3)cc2c1 (centres undefined)	9	-4%	-1	2	-1.1%	-1%	1%	2	1
Cc1cc(C)n(-c2ccc(N3CCOCC3)nn2)n1	1	3%	11	5	1.2%	-5%	-7%	1	3
C/C(=N\OCC(=O)N/N=C/c1ccc(C)cc1O)c1cccs1	3	-1%	3	1	3.9%	-1%	1%	-6	-5
O=C(/C=N/NC(=O)c1ccc(Cl)cc1Cl)c1ccccc1	-15	7%	-11	7	1.6%	-4%	-2%	-6	3
O=C(CCCCCNC(=O)c1ccccc1)N/N=C/c1ccccc1	-15	1%	-3	1	0.6%	-2%	3%	-5	-10
CC(=O)Nc1ccc(NC(=O)CC(NC(=O)c2ccccc2)c2ccccc2)cc1 (centres undefined)	-11	-4%	-9	0	0.0%	0%	-11%	-3	-16
COc1cc(/C=C(/NC(=O)c2ccccc2)C(=O)Nc2ccccc2)c([N+](=O)[O-])cc1OC	2	0%	-5	0	3.4%	1%	2%	-7	·
Cc1cc(=O)oc2cc(OCC(=O)NCc3ccco3)ccc12	-9	-1%	35*	2	1.8%	-1%	3%	-1	8
CC1=C(C)C(=O)N(C(C)CCc2ccccc2)C1=O (centres undefined)	-1	-4%	-2	3	3.7%	2%	0%	-1	9
Cc1ccc(C)c(Cn2c(=O)cc(C)c3c(C)nn(C)c32)c1	-9	-4%	10	11	1.6%	-4%	-13%	-4	-26
O=c1c2ccccc2nc2n1C1(CCCCC1)Cc1ccccc1-2	25	-2%	7	2	2.3%	1%	1%	20	-12
CCOc1ccc(NC(=O)c2cc(SC)ccc2Cl)cc1	-7	5%	-1	0	3.1%	?	0%	-8	-7
CCCCCNC(=O)C(=O)NCC(c1ccc2c(c1)OCO2)N1CCOCC1 (centres undefined)	-7	-6%	6	0	0.0%	7%	-2%	-1	3
CCc1nn2c(=O)cc(CSCC(=O)Nc3ccccc3Cl)nc2s1	-3	3%	4	1	0.6%	4%	-1%	-2	14
CCc1ccc(NC(=O)C(Cc2ccccc2)NS(=O)(=O)c2ccc3c(c2)c(=O)n(C)c(=O)n3C)cc1 (centres undefined)	1	-1%	-1	4	-0.4%	1%	-17%	0	·
O=C(CN1CCN(Cc2ccccc2)CC1)c1c[nH]c2ccccc12	-7	-1%	-28	5	-0.5%	-1%	3%	-4	-2
COc1ccccc1C1CN(c2ccccc2)N=C1c1cccs1 (centres undefined)	8	-2%	2	0	9.1%	-1%	-7%	1	21
COC(=O)c1cc2occc2n1Cc1nc(-c2cccc(Br)c2)oc1C	-1	-1%	-11	2	1.4%	-3%	4%	-4	6
COc1ccc(/C=C/C(=O)OCc2nc3ccccc3c(=O)[nH]2)c(OC)c1	-11	-3%	·	2	1.1%	-6%	2%	-1	3
Cc1ccc(CNC(=O)CCCCn2c(=O)[nH]c3ccsc3c2=O)cc1	11	-3%	3	-5	3.3%	8%	9%	1	17
CCOc1cccc(N2C(=O)CC(N(CCc3ccc(OC)c(OC)c3)C(=O)CC)C2=O)c1 (centres undefined)	-6&5	2%	14&9	1&0	0.5%&-1.3%	1%	-1%	-6&0	-10
SMILES	D1 antagonist	Glioma ERSR ind	D2 PAM	D1 ag	RXFP1 ag	Vif-A3G inh	Vif-A3F inh	D1 PAM	RXFP1 antagonist
CCc1ccc(CC2(O)CC(C)N(C)CC2C)cc1 (centres undefined)	11	-3%	-28	1	-1.3%	1%	-14%	2	16
CCS(=O)(=O)c1ccc(C(=O)N2CCN(c3nc4c(OC)ccc(C)c4s3)CC2)cc1	·	-2%	2	7	3.5%	4%	4%	-4	-1
CCOc1cc(C(=O)N(C)c2ccccc2)cc(OCC)c1OCC	16	-3%	·	-3	-0.4%	-9%	·	-5	-4
[O-][n+]1cccc2c(Br)cc(Br)c(O)c21	-8	-3%	-1	2	4.2%	-12%	?	-1	-4
CN(CC(=O)Nc1ccccc1C(F)(F)F)C(=O)c1ccc2c(=O)n3c(nc2c1)CCC3	-32*	0%	5	3	2.6%	2%	-7%	-5	-16
CCCCn1c(N)c(N(CC(C)C)C(=O)c2cnc(C)cn2)c(=O)[nH]c1=O	17	-1%	-7	2	1.5%	0%	9%	-9	1
COc1ccc(-c2nc(NC(=O)c3cc(C(C)(C)C)nn3C)sc2C)cc1	9	1%	1	3	-0.8%	-1%	-9%	-3	-2
COc1ccc(S(=O)(=O)Nc2cccc(-c3ccc(N4CCCC4)nn3)c2)c(OC)c1	-12	9%	10	0	4.1%	-5%	-2%	-1	-9
CCN1C(=O)c2ccc(C(=O)Nc3ccc(O)cc3C)cc2C1=O	7	0%	10	4	1.1%	0%	1%	0	-5
COc1ccc(C(C)NC(=S)NC2CCCC2)cc1OC (centres undefined)	14	-1%	8	0	3.0%	-4%	-6%	-8	·
CN1CCN(S(=O)(=O)c2ccc(CNC(=O)c3ccccc3)s2)CC1	-11	-7%	0	-1	0.6%	1%	1%	-4	5

Only part of the results is shown; count on the stated rates, not on these rows.
